# Assay outcomes as filed in PubChem BioAssay.
# SIRT5 inh – sirtuin-5 (human) deacylase inhibition | Purified SirT5, succinyl-peptide AMC, trypsin-coupled fluorescence | Q9NXA8 | inhibition, % at 15 µM | 330,000 tested, 1.1% active; in the data active means inhibition above about 15%; inconclusive means no clear call, values can overlap the other calls
# Target sequence (Q9NXA8 whole entry, looked up): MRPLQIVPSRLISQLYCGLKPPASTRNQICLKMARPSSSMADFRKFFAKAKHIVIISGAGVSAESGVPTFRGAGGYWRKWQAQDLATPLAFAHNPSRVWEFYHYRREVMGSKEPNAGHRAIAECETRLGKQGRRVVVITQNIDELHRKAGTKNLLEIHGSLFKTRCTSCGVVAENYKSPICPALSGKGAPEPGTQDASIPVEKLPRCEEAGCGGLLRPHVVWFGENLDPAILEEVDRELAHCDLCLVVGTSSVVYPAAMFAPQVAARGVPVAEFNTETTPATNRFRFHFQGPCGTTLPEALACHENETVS
# LGR2 antag – Drosophila LGR2 receptor signaling inhibition | HEK293 LGR2, CRE-luciferase, bursicon-stimulated, 4 h | inhibition, % at 9.99 µM | 380,000 tested, 0.35% active | AID 720647;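 active means drop in luminescence signal, shown as inhibition above about 50% in the replicate tests, limit read from the data, passing the limit was not always enough; inconclusive means probably only some replicates passing the limit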;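 further: agonist challenge used bursicon conditioned medium at about half maximal strength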
# EWS-Fli block – blocks EWS/Fli oncoprotein-driven transcription; inhibition, % at 12.6 µM; 350,000 tested, 0.67% active; A673 NR0B1-luciferase reporter, viability-normalised; AID 651661;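 active means mean inhibition of at least 50% after viability correction, with every replicate also passing that limit; inconclusive means mean reaches 50% but only one of two replicates passes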;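 further: firefly luciferase signal divided by Alamar Blue viability fluorescence both relative to DMSO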
# PAX8 reporter – lowers PAX8-driven luciferase in RMG-I cells. RMG-I TPO-luciferase reporter, SteadyGlo, 24 h. inhibition, % at 12.6 µM. 360,000 tested, 1.2% active. AID 652154;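 active means mean replicate inhibition at least 60% with every replicate also reaching 60%; inconclusive means only one of the two criteria is met; inactive means mean below 60% and not all replicates reaching 60%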;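 further: luciferase light reporting Pax8 driven TPO promoter activity; plate controls were median of neutral control wells for no effect and mitoxantrone controls for full effect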
# DENV2 CPE – inhibitors of DENV2 cytopathic effect | DENV2-infected cells, cytopathic effect rescue, plate reader | CPE inhibition, % at 9.99 µM | 350,000 tested, 1.7% active | AID 651640; in the data active means CPE inhibition above about 20%, passing the limit was not always enough; inconclusive means no clear call, values can overlap the other calls; tested in BHK-21 cells;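 further: 0% = median of neutral control wells and 100% = median of positive control wells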
# CASP6 VEID inh – blocks human caspase-6 cleavage activity. P55212. purified caspase-6, Z-VEID-R110 cleavage fluorescence. inhibition, % at 12.5 µM. 350,000 tested, 0.53% active. AID 686996;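 active means mean inhibition across replicates at least about 35%, with every replicate also reaching that limit, limit read from the data; inconclusive means only one of the two criteria met; inactive means neither criterion met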;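 further: 0% = median of neutral control wells and 100% = no fluorescence left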
# Target sequence (P55212 24-179 limits assumed): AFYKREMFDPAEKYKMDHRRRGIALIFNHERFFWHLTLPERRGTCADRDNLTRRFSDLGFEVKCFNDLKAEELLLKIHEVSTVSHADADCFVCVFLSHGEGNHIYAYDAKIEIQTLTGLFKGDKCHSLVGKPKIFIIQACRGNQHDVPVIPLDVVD
# Target sequence (P55212 194-293 limits assumed): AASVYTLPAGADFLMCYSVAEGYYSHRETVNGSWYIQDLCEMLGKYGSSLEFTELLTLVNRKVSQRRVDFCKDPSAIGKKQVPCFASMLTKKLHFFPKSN
# ARNT TACC3 PPI – disrupts binding between human ARNT and TACC3; AlphaScreen His-ARNT PAS-B/GST-TACC3 binding, luminescence; TACC3 fragment carries E629A point mutation; inhibition, % at 9.99 µM; 390,000 tested, 0.66% active; AID 623870;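 active means mean inhibition of replicates at least 50% and at least half of replicates each reaching 50%; inconclusive means half or more replicates reach 50% but mean below 50%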;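 further: 0% = complete ARNT plus TACC3 wells and 100% = ARNT alone without TACC3; many hits fall short of the cut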
# * = called active by the depositor; ? = inconclusive; / = not tested or not shown; & = joins results of further samples.
SMILES,SIRT5 inh,LGR2 antag,EWS-Fli block,PAX8 reporter,DENV2 CPE,CASP6 VEID inh,ARNT TACC3 PPI
COc1cccc(CNC(=O)[C@H]2CCCN2C(=O)[C@H]2CCCN2C(=O)OC(C)(C)C)c1,/,-2.8,10.9,-21.2,6.6,0.8,/
COC(=O)[C@]12CCCCC=C1N(Cc1ccc(Cl)cc1Cl)C(=O)[C@H](CC(=O)NCc1ccccc1)C2,8.1,16.2,-1.7,-5.5,-11.8,-1.9,/
COC(C[C@H](O)C[C@H](O)[C@@H](C)OCc1ccccc1)OC,-3.1,10.4,-2.5,-9.7,?,-0.2,-8.9
CS(=O)(=O)N1[C@H](C(=O)NC2CCC2)[C@@H](CO)[C@@H]2Cn3c(ccc(-c4ccccc4)c3=O)[C@@H]21,-5.9,-0.7,-3.9,-4.3,-2.3,-2.4,2.1
OC1COC(OCc2ccccc2)C(O)C1O (stereo unspecified),4.9,-10.6,-8.6,-0.8,0.2,0.6,21.6
CCC(C)N(C(=O)c1csnn1)C(C(=O)NC1CCCC1)c1ccc(F)cc1 (stereo unspecified),-5.3,10.4,1.1,-5.3,-4.2,-0.4,-2.7
O=C(c1cccnc1)N1CC(=O)N2[C@H](C1)[C@H](c1ccc(C#CCC3CCCC3)cc1)[C@@H]2CO,5.9,-8.8,10.0,11.5,-11.1,-0.5,/
C[C@@H]1CN([C@H](C)CO)C(=O)c2cc(-c3ccccc3)cnc2O[C@@H]1CN(C)Cc1cccnc1,0.1,-0.7,-19.8,/,-5.2,-0.4,-2.2
CCOc1ccc(NC(=O)N2CCCC2C(=O)NCC2CCCO2)cc1 (stereo unspecified),-1.6,4.6,4.9,-9.9,/,0.3,-1.4
C[C@@H]1CN([C@@H](C)CO)C(=O)c2cc(C#CC3CC3)cnc2O[C@H]1CN(C)Cc1ccncc1,-14.5,-0.8,0.6,/,-1.1,-0.7,2.2
CC(C)CN1C2CCCC1CC(NC(=O)c1ccc([N+](=O)[O-])cc1)C2 (stereo unspecified),-3.4,2.2,-0.2,3.1,-4.6,-12.4,-2.4
COCC#Cc1ccc2c(c1)O[C@H](CN(C)Cc1ccc(F)cc1)[C@@H](C)CN([C@H](C)CO)S2(=O)=O,-1.3,8.4,31.0,/,-6.2,1.2,14.2
COC(=O)[C@]12C[C@H](CC(=O)NCc3ccccc3)C(=O)N(CCC3=CCCCC3)C1=C[C@H](COCc1ccccc1)O[C@@H]2C,/,11.1,-1.7,-15.0,1.6,1.3,/
Cc1ccc(S(=O)(=O)CCC(=O)N2CCN(c3ccccc3F)CC2)cc1,-4.3,0.4,/,-1.0,-7.8,5.4,-7.2
Cc1nn(Cc2ccccc2)c(Cl)c1C(=O)OC(C)C#N (stereo unspecified),-5.7,19.6,5.9,9.6,-0.5,0.6,-7.5
Cc1ccc(-n2[nH]c(C)c(C=NCc3ccncc3)c2=O)cc1,6.2,-17.6,-25.9,-29.1,-5.2,3.4,16.3
CC1CCC2(CC1)NC(=O)N(CC(=O)NCc1ccc(F)cc1)C2=O (stereo unspecified),1.5,-15.6,-3.6,13.5,15.4,0.4,-1.3
CCOC(=O)N1Cc2cc3ccccc3nc2C1,/,-66.6,-96.2,-135.3,1.9,4.5,/
CN(C)C(=O)c1cccc(-c2ccc3c(c2)[C@H]2[C@H](CCN2C(=O)C2CCCC2)[C@@H](CO)N3)c1,/,-1.9,9.5,/,-7.0,-4.8,/
O=C(c1ccc([N+](=O)[O-])cc1)N(Cc1cccs1)C1CCS(=O)(=O)C1 (stereo unspecified),-0.4,10.8,-8.5,/,-12.6,-3.0,-0.8
CCC(=O)N1[C@@H](CO)[C@@H]2c3ccccc3N(S(=O)(=O)c3ccccc3)C[C@@H]21,-2.1,6.1,2.8,3.6,-2.0,-1.1,-3.0
C[C@H](CO)N1C[C@H](C)[C@@H](CN(C)Cc2ccc(Oc3ccccc3)cc2)OCc2cnnn2CCCC1=O,-1.3&-10.6,-0.4&-3.5,3.8&8.2&4.2,2.2&13.8&20.4,0.4&-1.6,-4.2&-1.3,0.3
Cc1cc(C)n(CC(O)COCc2ccccc2)n1 (stereo unspecified),6.1,9.6,/,1.2,/,-0.3,0.8
COC(=O)CNC(=O)C1Cc2ccccc2CN1S(=O)(=O)c1cccs1 (stereo unspecified),1.2,-6.1,-0.9,13.4,7.5,0.5,1.9
O=C(NNC(=O)C12CC3CC(CC(C3)C1)C2)c1ccccn1,0.6,8.7,19.7,53.8,-13.1,-2.2,75.1*
CO[C@H](CN(C)C(=O)C1CCOCC1)[C@H](C)CN(C(=O)Nc1ccc(C(F)(F)F)cc1)[C@H](C)CO,5.7,-1.9,-6.5,/,-4.1,-0.3,8.6
CCOC(=O)C1CCCN(C(=S)Nc2cccc(Cl)c2)C1 (stereo unspecified),/,10.9,/,-19.1,/,/,-7.1
O=C(Nc1ccc(C(F)(F)F)cc1)N[C@@H]1CC[C@@H](CC(=O)N2CCCCC2)O[C@@H]1CO,-6.3,1.6,2.6,2.8,-1.6,1.2,3.5
CC(=O)NC(c1ccc(Cl)cc1Cl)c1ccc2cccnc2c1O (stereo unspecified),4.4,43.5,46.6,83.3*,1.6,-2.7,66.3*
COc1cc(Cl)c(C)cc1NC(=O)CSc1cc(Cl)ccc1Cl,-0.7,-3.9,4.1,5.5,-4.1,-1.1,/

# Reformatted as tab-separated lines: part of the list above.
Compound	SIRT5 inh	LGR2 antag	EWS-Fli block	PAX8 reporter	DENV2 CPE	CASP6 VEID inh	ARNT TACC3 PPI
CCOC(=O)C1CCCN(C(=S)Nc2cccc(Cl)c2)C1 (stereo unspecified)	/	10.9	/	-19.1	/	/	-7.1
O=C(Nc1ccc(C(F)(F)F)cc1)N[C@@H]1CC[C@@H](CC(=O)N2CCCCC2)O[C@@H]1CO	-6.3	1.6	2.6	2.8	-1.6	1.2	3.5
CC(=O)NC(c1ccc(Cl)cc1Cl)c1ccc2cccnc2c1O (stereo unspecified)	4.4	43.5	46.6	83.3*	1.6	-2.7	66.3*

# Going on with the list:
SMILES,SIRT5 inh,LGR2 antag,EWS-Fli block,PAX8 reporter,DENV2 CPE,CASP6 VEID inh,ARNT TACC3 PPI
CC(C)[C@H](NC(=O)N1CCn2c1nc1ccccc12)C(=O)N[C@@H](C(=O)O)c1ccccc1,/,-10.5,-10.2,/,-11.7,0.1,-2.3
COc1ccc(NC(=O)CCCOc2ccc(Cl)c(C)c2)cc1S(=O)(=O)N1CCOCC1,-2.6,-7.2,17.8,7.5,5.9,1.1,/
O=C(C[C@@H]1C[C@H]2c3cc(NC(=O)c4ccc5c(c4)OCO5)ccc3O[C@H]2[C@H](CO)O1)NCc1cccnc1,11.8,3.8,-5.8,-12.5,5.9,2.5,22.3
CCOC(=O)CNC(=O)c1cnc(Nc2ccccc2OC)c2ccccc12,-9.1,-0.7,-6.9,-8.2,-7.0,0.7,-18.6
O=c1[nH]c(COc2ccc(Br)cc2Cl)nc2ccccc12,-5.6,-25.3,-75.4,-108.6,-3.1,-4.6,-1.8
Cc1noc(C)c1NC(=O)N(C)C[C@@H]1OCCCC[C@H](C)Oc2ccc(NC(=O)c3ccccc3)cc2C(=O)N([C@H](C)CO)C[C@@H]1C,-0.4,5.3,-2.3,1.6,-3.7,-2.2,-6.9
COc1ccc(CNS(=O)(=O)c2ccc(-n3cnnn3)c(C)c2)cc1,-2.6,5.9,3.9,-10.4,?,1.9,9.9
NS(=O)(=O)c1ccc(NC(=O)N2c3ccccc3Sc3ccccc32)cc1,-3.7,22.9,-4.8,/,/,-1.4,-0.2
CC(C)CN1C(=O)[C@@]2(c3ccc([N+](=O)[O-])cc3)CC(=O)N(CC3C4CC5CC(C4)CC3C5)[C@@H]2c2ccc(CO)cc21 (stereo partly specified),-0.4,/,-4.2,-5.1,9.9,4.7,5.6
Cc1cc(NC(=O)Cn2cnc3sccc3c2=O)no1,-7.5,4.8,-1.8,-7.9,-5.5,-6.0,-9.0
COC(=O)NNC(=O)C1CCC(C)CC1 (stereo unspecified),/,/,-0.8,20.0,-6.6,1.7,0.7
C[C@@H]1CN([C@@H](C)CO)C(=O)c2cc(NC(=O)CCN3CCOCC3)ccc2O[C@@H]1CN(C)Cc1ccncc1,-8.1,-14.1,/,-8.8,0.3,1.6,50.8*
COCc1cccc(-c2csc(C(O)c3ccccc3)n2)c1 (stereo unspecified),0.0,-39.9,-62.5,-88.7,7.6,0.8,/
CCN(CC)CCN(Cc1cc2cccc(C)c2[nH]c1=O)C(=S)Nc1ccccc1,-3.6,6.4,-14.7,6.1,-5.8,0.0,5.3
Cc1cc(C(=O)Nc2cccc3c2O[C@H](CN(C)Cc2ccc4c(c2)OCO4)[C@@H](C)CN([C@@H](C)CO)C3=O)n(C)n1,4.7,-29.2,13.7,-6.8,-13.2,-1.3,9.5
O=C(COC(=O)CC(c1ccccc1)c1ccccc1)NCc1ccccc1,-6.7,-12.8,7.7,14.9,/,4.2,/
CSc1ccccc1OCc1cc(C(=O)NCc2cnc(C)cn2)no1,-0.1,1.2,/,-8.4,-1.9,-0.6,-3.7
C[C@H](O)C#Cc1ccc2c(c1)O[C@H](CN(C)C(=O)C1CC1)[C@@H](C)CN([C@H](C)CO)S2(=O)=O,-1.9,5.4,-12.7,/,12.7,1.4,-7.3
C[C@@H]1CN([C@H](C)CO)C(=O)c2cc(NC(=O)CCC(F)(F)F)ccc2O[C@H]1CN(C)S(=O)(=O)c1cccs1,0.3,-11.6,-4.9,/,?,4.5,-8.3
C=CCN(c1ccccc1OC)S(=O)(=O)c1cccc(C(=O)OCC(=O)c2c[nH]c3ccccc23)c1,/,-5.0,/,28.2,/,/,-18.4
c1ccc(-n2cnc3cc(NCc4ccco4)ccc32)cc1,-0.6,-29.2,-64.4,-129.8,0.3,-16.9,7.1
C[C@@H]1CCCCO[C@@H](CN(C)C(=O)C2CCCCC2)[C@H](C)CN([C@H](C)CO)C(=O)c2cc(NC(=O)CCCN(C)C)ccc2O1,/,11.7,-0.7,1.3,5.7,/,-0.9
CC(=O)Nc1ccccc1OCC(=O)NCCC1=CCCCC1,-6.2,5.5,5.8,12.6,-4.1,-5.1,-2.2
CC(Sc1nncn1C)C(=O)NCc1ccc2c(c1)OCO2 (stereo unspecified),3.0,8.6,4.4,2.9,3.8,-1.3,-1.8
Cc1ccc([N+](=O)[O-])cc1S(=O)(=O)NCC1COc2ccccc2O1 (stereo unspecified),-1.1,-0.6,3.0,-6.3,-3.4,2.3,-6.5
CCN(CC(=O)NCC(=O)Nc1ccc(Br)cc1C)Cc1ccccc1,-1.8,2.5,7.5,8.5,9.4,-0.3,0.7
Cc1ccc(S(=O)(=O)Nc2ccc3c(c2)C(=O)N([C@H](C)CO)C[C@H](C)[C@H](CN(C)C(=O)Nc2ccc4c(c2)OCO4)OCCCC[C@@H](C)O3)cc1,-1.3,-0.5,-0.6,-19.8,-0.3,-0.1,-0.8
CN(c1ccc(C(=O)N/N=C/c2cccc([N+](=O)[O-])c2)cc1)S(=O)(=O)c1ccccc1,-2.9,29.3,10.9,15.9,9.4,2.4,6.3
CC(=O)Nc1c2c(nn1-c1ccccc1C)CS(=O)(=O)C2,-0.8,11.3,-5.9,4.1,1.4,-1.2,-18.1
CC(C)NC(=O)N1Cc2cc(C(=O)NC3CCCCC3)nc(-c3cccc(-c4cccnc4)c3)c2[C@H]1CCO,3.1,9.9,2.2,32.7,-2.5,6.1,/
Cc1cc(C)c2nc(N3CCC(C(=O)NCCN4CCOCC4)CC3)sc2c1,2.9,-18.9,/,-34.6,-5.1,-1.7,-8.9
CC(C)(C)CN1CCN(Cc2cccnc2)CC1CCO (stereo unspecified),-0.1,/,11.4,3.7,10.9,-3.4,-1.7
CC(=O)Nc1c(Cl)cc([N+](=O)[O-])c2ccccc12,0.7,-4.2,-4.6,2.2,-13.3,0.2,0.8
Cc1cc(C)cc(OCC(O)CN2C(=O)NC(C)(C)C2=O)c1 (stereo unspecified),/,5.8,-2.5,-1.7,-16.9,-2.1,/
